SMARCA2 act: SMARCA2 (BRM) function activators, primary screen, cell-based, luminescence, high throughput. MG213 cells, MMTV-luciferase reporter, dexamethasone, overnight. activation, % at 9.1 µM. 1% of 370,000 active; in the data active = activation above about 7.8%;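 also: 0% = vehicle wells and 100% = reference activator wells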
ADAM10 inh: human ADAM10 inhibitors, primary screen, biochemical, QFRET, HTS | Disintegrin and metalloproteinase domain-containing protein 10 (Homo sapiens), O14672 | recombinant ADAM10, EDANS/DABCYL FRET peptide cleavage, 3 h | inhibition, % at 7 µM | 0.62% of 370,000 active | AID 720582, 2013;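 active = inhibition above a per-campaign cutoff equal to the mean of compounds falling between control-based bounds plus 3 SD, cut at about 20% in these data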;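 also: 0% = DMSO wells while the 100% control is not disclosed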
ssDAF12 agonist: S. stercoralis DAF-12 nuclear receptor activators, primary screen, cell-based, luminescence, HEK293, GRIP1 co-expression, lit1-tk-luc; Nuclear hormone receptor DAF-12 (Strongyloides stercoralis); HEK293 ssDAF-12/GRIP1 lit1-tk-luc reporter; % of 3 µM dafachronic acid response; activation, % at 6.8 µM; 1% of 370,000 active; AID 652126, 2013;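 active = activation above the mean over all tested compounds plus 3 SD, cut at about 0.9% in these data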;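 also: 0% = DMSO-only wells and 100% = 3 µM delta7-dafachronic acid wells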
DAX1 inh-1: DAX1 (NR0B1) inhibitors on StAR promoter, primary screen, cell-based, luminescence, SF-1 (NR5A1), full-length DAX-1; HEK293T StAR-luciferase reporter, SF-1/DAX-1 repression relief; inhibition, % at 6.8 µM; AID 652010, 2013; 1.1% of 370,000 active;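 active = inhibition above the mean over all tested compounds plus 3 SD, cut at about 3.6% in these data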;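 also: 0% = DAX-1 cells with DMSO and 100% = cells lacking DAX-1 with DMSO; higher inhibition means more luminescence from relief of DAX-1 repression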
HGIII-sPLA2 inh: human group III sPLA2 inhibitors, primary screen, biochemical, QFRET, BODIPY PC-A2 liposome substrate. inhibition, % at 12.2 µM. QFRET BODIPY PC-A2 liposome hydrolysis, fluorescence. 0.56% of 370,000 active;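 active = inhibition above mean plus 3 SD of compounds lying within the high and low control bounds, cut at about 19% in these data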;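 also: 0% = median of test compound wells and 100% = no enzyme DMSO wells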
hcDAF12 agonist: H. contortus DAF-12 nuclear receptor activators, primary screen, cell-based, luminescence, HEK293, lit1-tk-luc reporter. AID 652067, 2013. HEK293 hcDAF-12 lit1-tk-luc reporter; 0% DMSO, 100% Δ7-dafachronic acid. 1.4% of 370,000 active. activation, % at 6.8 µM;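 active = activation above the mean of all tested compounds plus 3 SD, cut at about 5.5% in these data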;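 also: 100% = response to 3 µM Δ7-dafachronic acid high control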
GAA850 FXN act: FXN promoter activators, primary screen, cell-based, luciferase luminescence, HEK293 lucGAA850; 0.56% of 360,000 active; HEK293 lucGAA850 FXN promoter luciferase reporter, 24 h; percent of 10 µM SAHA response; activation, % at 6 µM;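 active = activation above the average of all compounds screened plus 3 SD, cutoff fixed separately per campaign, cut at about 7.5% in these data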;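 also: 0% = DMSO wells and 100% = 10 µM SAHA wells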
GC-B act: human GC-B receptor activators, primary screen, HEK293 GC-B cells, cGMP TR-FRET, EC30 CNP. Atrial natriuretic peptide receptor 2 (Homo sapiens), P20594. 0% at EC30 CNP, 100% saturating CNP. activation, % at 10 µM. 0.11% of 370,000 active;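 active = activation at 10 µM reaching about 35% in either raw or pattern-adjusted values, limit read from the data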
Target sequence (P20594 whole entry, looked up): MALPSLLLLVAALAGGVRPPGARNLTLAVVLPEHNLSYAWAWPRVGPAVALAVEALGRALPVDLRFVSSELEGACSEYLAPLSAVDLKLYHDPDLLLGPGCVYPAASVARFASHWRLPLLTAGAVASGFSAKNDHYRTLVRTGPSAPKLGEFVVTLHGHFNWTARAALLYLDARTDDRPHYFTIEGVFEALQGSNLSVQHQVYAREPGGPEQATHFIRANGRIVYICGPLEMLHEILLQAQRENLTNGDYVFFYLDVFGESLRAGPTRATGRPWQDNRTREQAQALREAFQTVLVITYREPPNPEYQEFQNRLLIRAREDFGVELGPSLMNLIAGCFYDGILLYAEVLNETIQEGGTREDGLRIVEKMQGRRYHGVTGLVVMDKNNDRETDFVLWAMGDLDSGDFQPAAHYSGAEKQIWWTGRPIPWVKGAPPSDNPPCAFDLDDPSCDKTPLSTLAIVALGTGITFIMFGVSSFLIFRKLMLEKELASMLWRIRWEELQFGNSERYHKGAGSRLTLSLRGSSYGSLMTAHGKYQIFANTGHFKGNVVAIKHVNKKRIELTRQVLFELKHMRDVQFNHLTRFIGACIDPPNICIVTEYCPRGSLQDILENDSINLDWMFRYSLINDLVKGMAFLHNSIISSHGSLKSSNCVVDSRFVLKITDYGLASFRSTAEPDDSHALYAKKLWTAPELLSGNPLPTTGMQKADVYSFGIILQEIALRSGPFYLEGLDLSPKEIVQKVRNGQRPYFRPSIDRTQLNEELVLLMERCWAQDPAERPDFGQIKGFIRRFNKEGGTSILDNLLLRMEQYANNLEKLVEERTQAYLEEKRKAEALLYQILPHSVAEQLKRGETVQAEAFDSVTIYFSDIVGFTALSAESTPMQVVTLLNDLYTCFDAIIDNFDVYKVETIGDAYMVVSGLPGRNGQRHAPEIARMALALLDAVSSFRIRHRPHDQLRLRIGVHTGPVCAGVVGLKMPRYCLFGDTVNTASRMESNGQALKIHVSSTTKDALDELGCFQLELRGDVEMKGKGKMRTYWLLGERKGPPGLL
hgDAF12 agonist: H. glycines DAF-12 receptor agonists, primary screen, cell-based, luminescence, HEK293, GAL4 fusion, UAS-luciferase; Nuclear hormone receptor DAF-12 (Heterodera glycines), GAL4 fusion; HEK293 GAL4-hgDAF12 UAS-luciferase reporter, agonist luminescence; normalized to butyrate control; activation, % at 6.8 µM; 1.8% of 370,000 active;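 active = activation above a cutoff set at the mean of all screened compounds plus 3 SD, cut at about 10% in these data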;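 also: 0% = DMSO wells and 100% = sodium butyrate wells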
DAX1 inh-2: DAX1 (NR0B1) inhibitors, primary screen, cell-based, HEK293, Gal4-DAX1, luciferase luminescence. Nuclear receptor subfamily 0 group B member 1 (Homo sapiens), P51843. HEK293 Gal4-DAX1 luciferase reporter. AID 504766, 2011. inhibition, % at 6.75 µM. 0.99% of 340,000 active;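 active = inhibition above the mean over all tested compounds plus 3 SD, cut at about 4.2% in these data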;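 also: 0% = DAX1-transfected cells with DMSO and 100% = empty-vector control cells with DMSO; inhibition shows as a rise in luminescence from relieved DAX1 repression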
NPR1 activator: GC-A stimulated cGMP production enhancers – HEK293 GC-A cells, cGMP TR-FRET, EC30 ANP, primary screen. AID 1671463, 2021. Atrial natriuretic peptide receptor 1 (Homo sapiens), P16066. 0.14% of 370,000 active. activation, % at 10 µM. 0% at EC30 ANP, 100% saturating ANP; in the data active = activation above about 40%
* hit, by the source's call; i = inactive; · = not tested or not shown; & = joins results of further samples.

SMILES	SMARCA2 act	ADAM10 inh	ssDAF12 agonist	DAX1 inh-1	HGIII-sPLA2 inh	hcDAF12 agonist	GAA850 FXN act	GC-B act	hgDAF12 agonist	DAX1 inh-2	NPR1 activator
CCOC(=O)c1[nH]c2ccccc2c1N=CN(C)C	-0.7	-47.1	-0.9	0.1	4.3	5.0	0.6	6.2	2.0	0.7	-11.5
CCCNc1cc(C)oc(=O)c1C(=O)CC	6.3	7.2	-1.3	-0.1	0.4	0.6	1.9	-3.4	1.0	-0.9	-0.1
COc1ccccc1-c1cc(C(=O)Nc2cc(C)on2)no1	0.0	-3.7	-1.8	0.8	2.0	0.6	0.5	-12.2	2.0	-0.1	-8.7
CCOc1ccc(/C=N/NC(=O)c2nnn(-c3nonc3N)c2CN(C)C2CCCCC2)cc1	-1.2	3.2	-0.9	-0.6	6.1	-0.8	0.6	1.1	-1.3	0.5	4.8
COC(=O)c1nn2c(C(F)(F)F)cc(-c3ccc(Br)o3)nc2c1Br	-4.4	-9.8	-0.4	-0.6	3.8	-0.9	-0.7	4.0	0.5	-0.2	6.0
COc1ccc(C(C#N)N2CCOCC2)cc1 (centres undefined)	-0.6	-7.9	-1.3	0.0	9.7	-1.1	4.9	-4.9	-2.2	1.4	-4.8
CC(C)Oc1cc(NC(=O)CS(=O)CC(=O)N(C)C)c(Cl)cc1Cl (centres undefined)	-3.4	-3.9	-0.7	0.1	-0.3	0.3	0.1	0.8	-4.5	1.9	2.2
COC(=O)c1cc2c(c3c4cc(C)ccc4n(S(=O)(=O)c4ccc(C)cc4)c13)C(=O)N(Cc1ccccc1OC)C2	-6.4	-11.6	-1.3	-0.2	14.0	-0.3	·	1.5	-0.6	·	3.6
CC(=O)Nc1ccc(Nc2cc(C)nc3c(-c4ccc(Cl)cc4)cnn23)cc1	-1.5	-19.4	-1.2	-0.1	6.0	2.4	-3.8	-6.9	5.7	1.2	-7.0
O=C(CCC(=O)c1cccs1)NCC(=O)Nc1ccc(F)c(F)c1F	0.4	-0.1	-1.5	-0.1	-1.6	-1.5	1.5	-1.2	5.1	0.4	0.9
CCOC(=O)C1=C(C)N=c2sc(=C(C)C)c(=O)n2C1c1ccc(N(C)C)cc1 (centres undefined)	-0.3	-12.8	-1.8	-0.2	5.6	-1.8	3.7	-8.7	-2.2	1.0	-25.2
CC(CCc1ccccc1)NS(=O)(=O)c1ccccc1F (centres undefined)	-3.3	-6.6	-1.2	-0.5	-4.9	-0.1	0.9	-0.3	-0.7	-2.1	-2.6
O=S(=O)(c1ccc2ccccc2c1)N1CCN(S(=O)(=O)c2c(F)cccc2F)CC1	7.1	5.3&-1.7	-0.6&-1.4	1.2	-3.3&1.0	3.6&-1.0	1.2	-1.1&1.9	7.7&0.1	1.9	0.9&-3.2
COc1ccc(NS(=O)(=O)c2cccc(NC(=O)CCC(=O)c3cccs3)c2)cc1	-0.1	8.9	-1.4	0.2	-17.1	-1.3	1.8	-2.2	0.7	-0.4	-2.7
OCC(O)C1OC(Nc2ccc(Cl)cc2)C(O)C1O (centres undefined)	-1.6	-4.0	-1.1	0.1	4.0	1.9	1.9	-3.6	2.9	-1.0	2.0
COC(=O)C1=C(C)NC(C)=C(C(=O)OC)C1c1cc2cc(C)ccc2[nH]c1=O	-1.9	-313.7	-1.1	-0.9	-4.9	0.9	-1.3	-15.7	0.6	-0.2	-41.4
O=c1c(Cl)c(N2CCCCC2)cnn1-c1nc2ccccc2[nH]1	0.1	6.4	-2.3	-0.9	5.5	-1.7	-10.9	-4.8	-8.3	-4.3	-0.5
CC1CCN(S(=O)(=O)c2ccc3c(c2)N(CC(=O)NCCN2C(C)CCCC2C)C(=O)CS3)CC1 (centres undefined)	-2.6	-3.7	-1.4	-0.1	0.7	-1.9	-2.1	-1.8	1.3	-0.8	-4.0
COc1ccc(S(=O)(=O)N2CCC(Cc3ccccc3)CC2)cc1C(N)=O	-3.9	-9.7	-1.6	-0.2	18.9	-0.6	-1.3	-0.8	-2.5	0.2	-3.7
Cc1nc2cc(-n3ccc(=O)cc3)ccc2n1-c1ccccc1	-1.9	-0.5	-0.3	-0.3	3.5	2.0	2.5	1.3	-0.8	0.1	2.8
CC(C)c1cc(N2CCOCC2)n2ncc(-c3ccccc3)c2n1	2.9	-2.2	-1.2	0.1	5.0	2.9	2.5	5.6	-1.2	2.8	2.4
O=C(c1cccc(C(F)(F)F)c1)N1CCN(S(=O)(=O)c2ccc(Cl)s2)CC1	-1.1	11.0	-0.6	-0.8	-0.7	2.4	-0.7	-8.3	-3.2	0.4	-10.0
Cc1ccc2c(c1)c1c3n2CCN(CCC#N)C3CCC1 (centres undefined)	-4.1	-99.7	-0.5	0.1	2.7	1.3	-0.9	-3.6	-0.7	4.5*	-5.5
CC1C(=NO)C(C)C(c2ccccc2)NC1c1ccccc1 (centres undefined)	-0.8	13.3	-1.0	-0.3	2.1	-1.0	-0.1	6.6	-1.7	0.5	-0.7
O=C1CS/C(=N/N=C/c2ccc(OS(=O)(=O)c3ccccc3)cc2)N1	-0.9	4.7	-1.5	0.1	-7.2	-0.8	1.8	-3.7	3.1	0.9	1.7
COc1ccc(-c2nc(CN3CCC(C(=O)NC4CC4)CC3)c(C)o2)cc1OC	-0.9	-4.2	-0.9	0.3	-5.1	-0.6	1.9	6.5	3.7	0.4	5.5
O=C(CNC(=O)c1ccco1)N/N=C/c1ccc(C(=O)O)cc1	0.0	-2.5	-0.9	0.0	-1.6	-2.0	2.8	-2.5	-0.5	-0.7	-1.4
OC(c1cccc(CN2CCCCC2)c1)c1ncc(-c2cccc3ccccc23)[nH]1 (centres undefined)	-6.0	-65.6	-0.9	0.8	-2.8	-0.6	-0.6	4.2	-0.8	·	-5.0
O=C(O)c1cc(O)ccc1NC(=O)C(c1ccccc1)c1ccccc1	-0.5	-24.4	-1.2	-0.4	-25.8	1.6	-2.3	0.6	0.7	0.9	3.5
CSc1ccccc1C(=O)Nc1ncn[nH]1	-3.4	-1.7	-0.6	0.5	-2.6	-0.9	0.3	2.4	-0.9	-0.6	3.1
Cc1cccc(NC(=O)COC(=O)CN2C(=O)c3ccccc3C2=O)c1	0.0	-4.6	-1.4	-0.5	-7.6	0.2	0.0	-1.3	2.6	0.0	-1.8
COC(=O)c1ccc(S(=O)(=O)NCc2ccco2)n1C	-3.3	7.9	-0.8	0.4	3.5	0.3	-1.7	1.8	1.9	-0.1	-5.0
CC(=O)c1ccc(NC(=S)N2CCN(C(=S)Nc3ccc(C(C)=O)cc3)C(C)C2)cc1 (centres undefined)	-3.4	3.3	-0.3	0.2	-2.0	0.8	-1.6	8.5	2.0	2.4	3.3
O=C(COc1cc(F)ccc1[N+](=O)[O-])NCCN1C(=O)CSC1=O	-1.1	0.6	-0.7	-0.3	-5.4	-1.8	1.2	-3.9	23.2*	-0.9	-2.5
COC(=O)C1=C(C)N(Cc2ccccc2)C(=O)N[C@H]1c1cccc(C(F)(F)F)c1	-0.1	-0.8	-1.4	0.1	-0.2	-1.3	1.3	-5.7	-1.4	-0.1	-6.7
CC(C)(C)OC(=O)NCCCC[C@H](NC(=O)c1[nH]cnc1C(=O)Nc1ccc(CNC(=O)OC(C)(C)C)cc1)C(=O)OC(C)(C)C	0.6	14.3	-2.0	-1.4	-13.8	-3.0	·	4.8	-5.1	·	-3.4
COc1cccc(N(CC(=O)NCc2cccnc2)S(C)(=O)=O)c1	-1.6	-4.9	-0.1	0.2	8.8	-2.1	0.4	0.5	-2.5	0.9	-1.2
O=C(NC1CCCC1)C(c1cccnc1)N(Cc1ccc(F)cc1)C(=O)c1csnn1 (centres undefined)	-2.7	4.0	-0.9	-0.2	-4.8	-1.8	-0.2	-3.7	2.1	-0.1	0.8
Cc1ccc2c(c1)N(C(=O)CCC(=O)NCCN1CCOCC1)CCO2	-1.2	-9.1	-0.7	0.2	4.7	-0.6	0.1	2.2	-0.6	-0.4	-0.8
Cc1ccc(NC(=O)CSc2nnc3c(n2)[nH]c2ccccc23)cc1	0.1	4.8	-0.6	0.0	-5.2	0.6	-0.9	-5.2	3.8	0.8	-2.0
COc1ccc(N=C2SC(C(=O)Nc3ccc(C(=O)O)cc3)CC(=O)N2Cc2cccs2)cc1 (centres undefined)	-0.6	5.6	-1.3	0.3	-30.6	-1.0	-0.1	0.5	-1.7	-0.6	5.1
O=C(Nc1ccc(NC(=S)NC(=O)c2cccs2)cc1)c1ccco1	0.1	8.4	-1.8	-0.8	1.3	-1.6	2.9	-2.0	9.9	-0.9	0.7
COc1cc(-c2cc3nc(NCc4ccco4)ccn3n2)cc(OC)c1OC	-3.0	-42.1	-1.0	0.6	-15.6	-0.3	-1.3	8.2	-3.3	·	2.1
CCOC(=O)c1c(C)[nH]c(C)c1S(=O)(=O)N(C)CC(=O)Nc1ccc(C)cn1	-1.9	0.3	-0.6	0.2	4.7	-2.7	0.8	-1.4	-1.5	2.3	-4.8
O=C(CNC(=O)c1ccccc1Br)NCCSc1ccc(Br)cc1	0.0	-6.6	-0.9	0.0	-6.2	-1.3	0.7	-11.0	1.2	1.2	-2.5
CSc1ccc(/C=C(\C(=O)O)c2ccc(S(=O)(=O)N3CCCCC3)s2)cc1	-3.5	i	-0.8	-0.5	-34.9	-0.6	0.0	-7.9	-1.1	0.9	-1.7
COc1ccc2c(c1)OC[C@H]1[C@H]2N2C(=O)CN(C)C(=O)[C@@]2(C)[C@H]1c1ccccc1	-1.2	-2.1	-1.2	0.2	-0.5	-0.9	-0.4	-0.7	-3.7	-1.1	0.4
COCCNC(=S)N(CCc1c(C)[nH]c2ccccc12)Cc1cccnc1	-2.3	-18.0	-1.0	0.4	12.4	0.7	-1.3	-1.5	1.4	-0.4	-6.0

Source: PubChem (several laboratories)
